CCR6 antag – blocks CCL20-driven beta-arrestin recruitment at human CCR6 | inhibition, % at 20 µM | 340,000 compounds, 0.49% hits | P51684 | CHO-K1 CCR6 PathHunter beta-arrestin, luminescence, CCL20-stimulated | AID 493098;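 active = compounds whose inhibition of the agonist-driven luminescence signal at 20 µM reaches about 50%, limit read from the data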;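 also: cells stimulated with CCL20 at 14 nM final; plate controls were DMSO with CCL20 for no effect and DMSO without agonist for full effect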
Target sequence (P51684 whole entry, looked up): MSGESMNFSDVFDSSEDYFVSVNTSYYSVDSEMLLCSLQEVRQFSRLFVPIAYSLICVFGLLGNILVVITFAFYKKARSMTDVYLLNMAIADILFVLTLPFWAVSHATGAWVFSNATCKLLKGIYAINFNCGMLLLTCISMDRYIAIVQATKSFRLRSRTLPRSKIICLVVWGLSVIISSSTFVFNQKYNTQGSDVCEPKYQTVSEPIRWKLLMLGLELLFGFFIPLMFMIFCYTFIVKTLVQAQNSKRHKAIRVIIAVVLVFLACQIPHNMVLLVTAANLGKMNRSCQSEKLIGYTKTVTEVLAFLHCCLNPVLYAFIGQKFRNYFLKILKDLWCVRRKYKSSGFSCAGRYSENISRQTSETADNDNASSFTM
ATG4B inh – blocks human ATG4B protease cleavage of LC3 substrate | Q9Y4P1 | 340,000 compounds, 0.51% hits | ATG4B cleavage of LC3-PLA2, NBD-HPC fluorescence, 1 h | inhibition, % at 8.33 µM; in the data active = inhibition above about 40%
APJ antagonist – antagonists of human APJ apelin receptor. P35414. CHO-K1 APJ beta-arrestin complementation, luminescence. inhibition, % at 20 µM. 330,000 compounds, 0.32% hits. AID 2521;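 active = inhibition above about 40% at 20 µM, limit read from the data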;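 also: cells challenged with 10 nM apelin-13 agonist together with compound; plate controls were apelin-13 plus DMSO wells for no effect and DMSO wells lacking apelin-13 for full effect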
Target sequence (P35414 whole entry, looked up): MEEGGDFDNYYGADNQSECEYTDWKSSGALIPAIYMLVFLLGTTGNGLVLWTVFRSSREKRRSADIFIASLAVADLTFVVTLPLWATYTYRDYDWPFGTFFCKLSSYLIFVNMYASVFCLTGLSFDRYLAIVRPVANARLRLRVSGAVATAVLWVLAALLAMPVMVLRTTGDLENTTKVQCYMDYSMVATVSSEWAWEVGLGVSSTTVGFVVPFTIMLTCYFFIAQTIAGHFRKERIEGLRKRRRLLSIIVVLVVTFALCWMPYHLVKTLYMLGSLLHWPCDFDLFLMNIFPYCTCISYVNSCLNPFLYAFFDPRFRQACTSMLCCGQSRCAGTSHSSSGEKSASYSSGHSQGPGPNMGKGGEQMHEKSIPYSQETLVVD
CXCR6 block – inhibitors of human CXCR6 receptor; O00574; CHO-K1 PathHunter CXCR6 beta-arrestin, luminescence; inhibition, % at 20 µM; 360,000 compounds, 0.36% hits; AID 602244; in the data active = inhibition above about 34%, passing the limit was not always enough;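 also: antagonist mode with CXCL16 agonist at 10 nM final; 0% = 10 nM CXCL16 with DMSO and 100% = unstimulated wells without agonist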
APJ agonist – APJ receptor agonism. P35414. CHO-K1 APJ PathHunter beta-arrestin, luminescence; 0% DMSO wells, 100% apelin. activation, % at 20 µM. 330,000 compounds, 0.11% hits;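 active = activation more than six SD over the plate average, tested at 20 µM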;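 also: 0% = DMSO alone and 100% = apelin-13 at 10 nM; some results filed as inactive read as strong as hits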
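system = engineered CHO-K1 APJ arrestin reporter cells | input = 1000 cells per well | timing = overnight seeding, 90 min compound at 25 °C, 1 h detection | measured by = enzyme-fragment complementation luminescence | read-out = beta-arrestin recruitment to APJ as agonist activity, luminescent signal | control set = negative DMSO alone, positive Apelin-13 at 10 nM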
Gli-Sufu antag – blocks Gli-Sufu signaling in a luciferase reporter; Sufu-KO-LIGHT fibroblasts, Gli luciferase reporter luminescence; inhibition, % at 5 µM; 340,000 compounds, 0.74% hits;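 active = inhibition above about 55%, limit read from the data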;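 also: 0% = DMSO-treated cells and 100% = wells with medium but no cells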
EBI2 antag – antagonists of human EBI2 receptor; inhibition, % at 5 µM; EBI2 beta-arrestin recruitment, luminescence, 7a,25-OHC stimulated; 360,000 compounds, 0.81% hits; in the data active = inhibition above about 38%;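 also: enzyme fragment complementation signal reports receptor beta-arrestin coupling in cells; 0% = agonist plus DMSO wells and 100% = wells without agonist; some results beyond the cut were filed as inactive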
UBC13 polyUb – inhibitors of human UBC13 polyubiquitin chain formation. P61088. TR-FRET. inhibition, % at 20 µM. 330,000 compounds, 0.47% hits. AID 485273; in the data active = inhibition above about 45%, passing the limit was not always enough
Target sequence (P61088 whole entry, looked up): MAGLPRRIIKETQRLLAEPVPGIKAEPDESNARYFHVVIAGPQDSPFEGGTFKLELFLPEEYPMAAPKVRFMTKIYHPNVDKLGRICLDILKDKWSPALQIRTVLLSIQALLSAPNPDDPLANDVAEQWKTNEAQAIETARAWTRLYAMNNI
The depositor's hits bear a star; x = no result given.

molecule	CCR6 antag	ATG4B inh	APJ antagonist	CXCR6 block	APJ agonist	Gli-Sufu antag	EBI2 antag	UBC13 polyUb
O=S(=O)(N(Cc1ccccc1)[C@H](CO)Cc1ccccc1)N(Cc1ccccc1)[C@H](CO)Cc1ccccc1	-8	1	1	-7	1	6	14	-14
CCC1CCCCN1C(=S)NC(=O)c1cc(Br)ccc1Cl (centres undefined)	15	1	10	11	-5	-7	-2	18
COc1cc(OC)cc(-n2c3nc4ccccc4nc3c3c(=O)n(CC4CCCO4)cnc32)c1 (centres undefined)	8	-14	2	x	-4	6	x	-8
Cc1ccc(C(=O)Nc2c3c(nn2C(C)(C)C)CS(=O)(=O)C3)cc1[N+](=O)[O-]	10	1	-5	7	-3	-19	1	-7
Brc1ccc(-c2csc3ncnc(-n4nnc5ccccc54)c23)cc1	7	4	-16	-3	-3	-8	4	3
Cc1ccc(S(=O)(=O)N(C)C)cc1NC(=O)COC(=O)/C=C/c1cccs1	19	-16	19	9	-1	0	2	-4
Cc1ccsc1/C=N/n1c(=S)[nH]nc(C)c1=O	-1	-3	-5	-6	-1	1	-16	-1
Cc1cc(OCC(=O)OCC(=O)NC2CCCCCC2)ccc1Cl	6	1	-4	2	0	-4	-10	4

molecule	CCR6 antag	ATG4B inh	APJ antagonist	CXCR6 block	APJ agonist	Gli-Sufu antag	EBI2 antag	UBC13 polyUb
CCOC(=O)CNC(=O)COc1coc(CN2CCN(Cc3ccccc3)CC2)cc1=O	6	18	2	-8	-2	6	-3	-2
O=C(c1c(F)cccc1Cl)N1CCN(S(=O)(=O)c2ccc3c(c2)OCCCO3)CC1	6	3	-10	-2	-5	1	-1	1
CCCNC(=O)c1ccc(C2SCC(=O)N2CCc2ccccc2)cc1 (centres undefined)	10	-4	0	-2	0	9	11	0
CCn1cc(SCC(=O)N2CCOCC2)c2ccccc21	5	0	2	11	-5	-12	0	0
COc1cccc(OCC(O)CNC(=O)c2oc3ccc(C)cc3c2C)c1 (centres undefined)	-3	-25	-12	-17	0	15	5	-2
Cc1cc(C)cc(OC(=O)CCN2C(=O)c3ccccc3C2=O)c1	11	12	11	5	-1	7	6	2
CCOc1ccc(-c2c(C(=O)N/N=C/c3cccc(Br)c3)nnn2-c2nonc2N)cc1	18	-7	45*	15	-4	37	18	-11
CC(NC(=O)CSc1ncn[nH]1)c1ccc(Cl)cc1Cl (centres undefined)	-8	-2	8	-3	-2	-31	-2	7

molecule	CCR6 antag	ATG4B inh	APJ antagonist	CXCR6 block	APJ agonist	Gli-Sufu antag	EBI2 antag	UBC13 polyUb
CN(C(=O)c1cccc(NC(=O)Cc2ccc(NC(=O)C3CCCN(S(=O)(=O)c4cccc([N+](=O)[O-])c4)C3)cc2)c1)C1CCCCC1 (centres undefined)	14	-4	x	4	x	0	6	x
O=C(NCc1ccc(F)cc1)c1ccncc1	-8	-5	15	-6	2	1	-5	2
CC1(C)Oc2ccc(C(=O)N3CCc4ccccc43)cc2N(CC(=O)N2CCCC2)C1=O	-22	-4	16	-19	5	-1	-3	3
COc1ccc(NC(=S)NC(C)c2ccncc2)cc1OC (centres undefined)	6	1	-18	-5	-3	-5	-9	-5
O=C(O)c1ccccc1C(=O)Nc1ccccc1NC(=O)c1ccccc1C(=O)O	-3	4	-1	-10	-1	4	-8	0
CCCN(Cc1nc2cc(Cl)ccc2c(=O)[nH]1)C(=O)c1ccc(S(=O)(=O)N2CCCC2)cc1	2	-8	-4	12	-2	-5	-2	6
Cn1c2ccccc2c2cc(/C=C(\NC(=O)c3ccccc3)C(=O)NCC(=O)O)ccc21	13	-2	-10	-3	-1	3	6	-22
O=C(OCC(=O)N1CCc2ccccc2C1)c1cccs1	15	0	0	0	-3	-1	5	7

molecule	CCR6 antag	ATG4B inh	APJ antagonist	CXCR6 block	APJ agonist	Gli-Sufu antag	EBI2 antag	UBC13 polyUb
C[C@@H]1O[C@@H](O[C@H]2[C@H](Oc3cc(O)c4c(c3)OC(c3ccc(O)cc3)CC4=O)O[C@H](CO)[C@@H](O)[C@@H]2O)[C@H](O)[C@H](O)[C@H]1O (some centres undefined)	10	-1	2	0	-3	-3	2	97*
Cc1ccc2[nH]c(-c3cccc(F)c3)cc(=O)c2c1	3	-5	14	2	3	24	-11	5
CCCCN=C(Nc1ccc(Cl)cc1)c1cccnc1	20	-6	14	5	-4	9	6	-3
CC(C)OC(=O)C1C2C=CC3(CN(Cc4cccs4)C(=O)C13)O2 (centres undefined)	10	-14	0	5	-5	-2	3	-7
COC(=O)C1=C(NC(=O)COc2ccc3ccccc3c2)CCS1	9	-7	4	6	-3	-5	18	20
O=C1c2cccc3c(N4CCCCC4)ccc(c23)C(=O)N1c1ccccn1	7	0	26	11	-1	6	-21	-144
COCCCNC(=O)C[C@H]1C[C@H](C(=O)N2CCCCC2)[C@@]2(CCc3ccccc3)c3[nH]c4cc(-c5ccco5)ccc4c3CCN2C1=O	5	x	x	6	x	-7	22	x
CSc1ncc(CN2CCc3c([nH]c4ccccc34)C2c2cccc(O)c2)cn1 (centres undefined)	-12	-7	-1	3	0	26	11	-3

molecule	CCR6 antag	ATG4B inh	APJ antagonist	CXCR6 block	APJ agonist	Gli-Sufu antag	EBI2 antag	UBC13 polyUb
Cc1nc(SCC(=O)N2CCOCC2)c2c(=O)n(C)c(=O)n(CC(C)C)c2n1	-6	-11	1	5	8	1	-7	-9
COc1ccc(-c2noc(CCC(=O)NCCN(C)Cc3ccccc3)n2)cc1	-5	-1	5	0	0	8	-7	14
COc1ccc(C(=O)C(C)OC(=O)c2cccc(S(=O)(=O)Nc3cc(Cl)c(OC)cc3OC)c2)cc1 (centres undefined)	17	5	-13	-4	-1	25	37*	9
CCc1ccc(OCC(=O)O/N=C(\N)c2ccccn2)cc1	9	-2	x	-7	x	-58	-8	x
CCN(CC)C(=O)CSc1nc2c(sc(=S)n2CC)c(=O)n1-c1ccccc1	-1	-3	-4	6	-3	11	10	-13
Cc1ccccc1Cn1c(Cc2ccccc2)nc2ccccc21	20	34	9	19	-3	-6	18	4
O=S(=O)(Nc1cccnc1Cl)c1ccc2c(c1)OCCO2	12	-6	-15	-1	-5	0	-20	-8
COc1ccc(C2Nc3ccccc3C(=O)N2c2ccccc2)cc1Cn1cc([N+](=O)[O-])cn1 (centres undefined)	16	-1	3	8	-3	-8	-4	3

molecule	CCR6 antag	ATG4B inh	APJ antagonist	CXCR6 block	APJ agonist	Gli-Sufu antag	EBI2 antag	UBC13 polyUb
CC1CCc2nc(NC(=O)C3CC3)sc2C1 (centres undefined)	3	-1	-8	-1	-2	-29	-3	-6
CC1C(=O)C(C)(C)C(=O)OC1c1ccc([N+](=O)[O-])cc1 (centres undefined)	5	1	-12	-1	0	7	9	1
CCC(C)NCCOCCOc1ccccc1-c1ccccc1 (centres undefined)	-9	-1	2	7	0	6	-7	-13
CC(C)Oc1ccc(C(=O)Nc2ncn[nH]2)cc1	2	-1	4	-1	0	-17	-5	8
CC(=O)Nc1ccc(NC(=O)C(C)n2c3ccccc3c3nc(=O)cc(C)n32)cc1 (centres undefined)	-13	-5	2	-4	-3	x	1	4
CC1CCCCC1NC(=O)CN1CCN(S(=O)(=O)c2ccc(Br)s2)CC1 (centres undefined)	15	-3	10	-4	-2	3	11	7
COc1cc(NC(=O)Cn2nnc(-c3ccccc3N)n2)cc(OC)c1	3	-31	-8	10	-2	4	7	2
CC(C(=O)O)N1C(=O)C2C3CC(C2C1=O)C1C(c2ccccc2)c2sc(=O)[nH]c2SC31 (centres undefined)	-9	1	9	-14	-4	-12	-6	7

molecule	CCR6 antag	ATG4B inh	APJ antagonist	CXCR6 block	APJ agonist	Gli-Sufu antag	EBI2 antag	UBC13 polyUb
CC(=O)Nc1nc2c(ccc3ccccc32)s1	-10	-4	16	-17	-1	21	-1	0
Cc1ccccc1N/C=C/C(=C(C#N)C#N)N(C)C	2	-4	3	-8	-3	3	-7	8
COc1cc(OC)cc(C(=O)Nc2ccc(S(=O)(=O)N3CCOCC3)cc2)c1	8	-8	19	2	0	0	-6	2
CC(C)CN(CCC(=O)O)CC(C)C	4	-8	0	0	1	2	4	4
O=C(Nc1cccnc1)c1ccc(COc2ccccc2Cl)o1	-12	-7	-8	-14	-2	7	-10	6
COC(=O)CN(c1nc(C)c(Br)c(OC)n1)S(=O)(=O)c1ccc(C)cc1	-3	5	-2	9	7	10	-1	6
CCOC(=O)c1c(NC(=O)CSc2nnc(-c3ccc(OC)cc3)o2)sc2c1CCC2	21	-5	9	10	-2	9	7	-3
O=C(NCCN1CCCCC1)c1cc2ccccc2[nH]1	-3	15	-18	-4	-1	4	2	-1

Complete entries, looked up by structure:
COC(=O)C1=C(NC(=O)COc2ccc3ccccc3c2)CCS1 across the screens: CCR6 antag = 9; ATG4B inh = -7; APJ antagonist = 4; CXCR6 block = 6; APJ agonist = -3; Gli-Sufu antag = -5; EBI2 antag = 18; UBC13 polyUb = 20
COc1cc(OC)cc(C(=O)Nc2ccc(S(=O)(=O)N3CCOCC3)cc2)c1 across the screens: CCR6 antag = 8; ATG4B inh = -8; APJ antagonist = 19; CXCR6 block = 2; APJ agonist = 0; Gli-Sufu antag = 0; EBI2 antag = -6; UBC13 polyUb = 2

An excerpt from above with just CCR6 antag, ATG4B inh and APJ agonist:
| structure | CCR6 antag | ATG4B inh | APJ agonist |
| --- | --- | --- | --- |
| CCOC(=O)c1c(NC(=O)CSc2nnc(-c3ccc(OC)cc3)o2)sc2c1CCC2 | 21 | -5 | -2 |
| Cc1ccccc1N/C=C/C(=C(C#N)C#N)N(C)C | 2 | -4 | -3 |
| CC(C)CN(CCC(=O)O)CC(C)C | 4 | -8 | 1 |

Other results
molecule	CCR6 antag	ATG4B inh	APJ antagonist	CXCR6 block	APJ agonist	Gli-Sufu antag	EBI2 antag	UBC13 polyUb
CCOC(=O)/C=C/C(=O)OCc1csc(CC(=O)Nc2ccccc2C)n1	7	2	-22	-6	1	-2	0	-8
CC1(C(=O)CSc2nc3ccccc3s2)CCC(=O)O1 (centres undefined)	1	2	0	-14	-2	9	0	-4
O=c1[nH]c(NNC(=S)NC2CCCCC2)nc2c1C1(CCCC1)Cc1ccccc1-2	1	6	-17	-6	-7	-22	9	-6
CCOC(=O)Nc1cccc(NC(=O)c2ccccc2F)c1	-8	4	-4	0	-3	-6	-3	-4
Cc1ccc(-c2nn3cnnc3c3ccccc23)cc1	12	3	-2	3	-3	7	-11	-10
Cn1c(=O)c2c(nc(CN3CCc4ccccc4C3)n2Cc2ccccc2)n(C)c1=O	9	-21	25	4	-2	-2	3	-1
O=C(Cc1ccccc1)Nc1ccccc1C(=O)Nc1ccccc1	5	6	8	-5	0	0	-12	6
CC1CN(S(=O)(=O)c2cccc(C(=O)N=c3sccn3C)c2)CC(C)O1 (centres undefined)	7	3	3	-8	-3	4	-5	-2
O=C1CC(C(F)(F)F)=NN1	9	-1	5	1	2	1	-1	-2
COc1ccc(/C=N/NC(=O)c2ccoc2C)cc1OC	-3	1	-6	2	0	-9	-4	-22
Cc1cc(C)cc(NC(=O)c2cccnc2)c1	13	-1	-4	40*	2	-1	-3	-5
